F-actin modifier: cytoskeleton assembly modification; HUVEC TNFa F-actin phalloidin imaging, high content; 91,000 tested, 0.18% active; inhibition, % at 2 µM;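 active means inhibition above the batch mean plus 3 SD and confirmed as a hit by visual image inspection, cut at about 30% in these data, passing the limit was not always enough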; further: strong numbers were not always called active
EphB4 antag: blocks human EphB4 binding to ephrin-B2; P54760; EphB4 LBD / TNYL-RAW-Alexa532 peptide, fluorescence polarization; inhibition, % at 7 µM; 97,000 tested, 0.15% active; AID 720;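 active means inhibition above the screen-wide mean inhibition plus 3 SD, cut at about 15% in these data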;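 further: 0% = DMSO wells and 100% = excess unlabeled TNYL-RAW peptide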
Pyk2 oligo antag: antagonists of human Pyk2 oligomerization | Q14289 | Q293 cells, Pyk2 FERM NanoBiT luminescence; hits give low values | z-score (the deposit names both 25 µM and 10 µM) | 99,000 tested, 0.83% active;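 active means Z-score of -3 or lower, scaled per plate to the spread of control and sample wells; inactive means z-score above -3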;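 further: negative z-score means lost luminescence so less FERM oligomerization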
PLK1 PBD inh: Plk1 (human) PBD binding inhibition; P53350; Plk1 PBD phosphopeptide binding, fluorescence polarization; inhibition, %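 (tested at about 20 µM)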; 97,000 tested, 0.13% active; AID 693; in the data active means inhibition above about 34%, passing the limit was not always enough
FAK blocker: inhibitors of human focal adhesion kinase; inhibition, %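 (tested at 7 µM)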; biochemical FAK kinase activity assay; 97,000 tested, 0.84% active; AID 727; in the data active means inhibition above about 19%;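 further: 0% = DMSO and 100% = reference compound high control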
Rev-RRE block: disrupts HIV-1 Rev binding to RRE RNA. Rev peptide-RRE RNA binding, FRET. inhibition, % at 8 µM. 97,000 tested, 0.79% active;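 active means inhibition above the screen-wide mean plus 3 SD, cut at about 35% in these data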;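 further: 0% = median DMSO wells and 100% = median Neomycin B control wells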
Target sequence (P05866 whole entry, looked up): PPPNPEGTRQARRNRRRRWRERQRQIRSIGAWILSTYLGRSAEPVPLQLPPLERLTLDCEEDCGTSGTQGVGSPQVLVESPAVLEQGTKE
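Probe or stimulus: fluorescein-Rev peptide as binding partner; assay system: Cy5-tagged RRE RNA duplex with fluorescein-tagged Rev peptide; timing: 5 min compound–RNA preincubation, then 15 min with peptide, 25 °C; medium: HEPES pH 7.5 buffer with KCl, MgCl2, NaCl and EDTA; signal: fluorescein-to-Cy5 FRET, 480 nm excitation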
PTPN22 act: activators of human LYP (PTPN22) phosphatase; activation, % at 2 µM; Q9Y2R2; AID 697; recombinant LYP, DiFMUP fluorescence; 0 = plate median, 100 = signal doubled; 96,000 tested, 0.11% active;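 active means activation at 2 µM above a set limit, the mean plus 5 SD, cut at about 37% in these data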
Target sequence (Q9Y2R2 whole entry, looked up): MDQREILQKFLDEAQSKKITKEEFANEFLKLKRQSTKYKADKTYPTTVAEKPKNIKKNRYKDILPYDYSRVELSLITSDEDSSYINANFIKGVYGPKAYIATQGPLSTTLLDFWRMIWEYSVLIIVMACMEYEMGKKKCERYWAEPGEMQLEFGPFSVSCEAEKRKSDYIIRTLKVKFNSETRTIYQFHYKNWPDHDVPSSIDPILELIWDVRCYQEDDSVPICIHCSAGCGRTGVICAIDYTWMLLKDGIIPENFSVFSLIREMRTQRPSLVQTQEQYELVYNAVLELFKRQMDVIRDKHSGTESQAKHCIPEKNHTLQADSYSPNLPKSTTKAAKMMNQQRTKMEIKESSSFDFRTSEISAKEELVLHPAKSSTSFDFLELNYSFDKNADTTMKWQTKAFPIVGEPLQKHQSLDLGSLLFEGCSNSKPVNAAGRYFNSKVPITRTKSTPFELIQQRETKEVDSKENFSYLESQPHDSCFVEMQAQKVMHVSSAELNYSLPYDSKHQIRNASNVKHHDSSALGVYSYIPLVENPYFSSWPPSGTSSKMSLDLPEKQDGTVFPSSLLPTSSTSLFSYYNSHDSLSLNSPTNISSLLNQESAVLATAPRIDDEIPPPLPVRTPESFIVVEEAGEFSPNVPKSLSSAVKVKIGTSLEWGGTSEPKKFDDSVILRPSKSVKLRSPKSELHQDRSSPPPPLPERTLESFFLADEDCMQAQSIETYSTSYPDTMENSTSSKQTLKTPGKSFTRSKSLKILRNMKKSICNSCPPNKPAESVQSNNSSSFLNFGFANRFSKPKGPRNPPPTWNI
PLK1 kinase inh: inhibitors of human PLK1 kinase | recombinant PLK1 kinase, TR-FRET peptide phosphorylation | inhibition, % at 10 µM | 97,000 tested, 0.53% active;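 active means inhibition of 50% or more in the single-concentration screen; inactive means inhibition below 50%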;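 further: 0% = DMSO max control and 100% = H-89 dihydrochloride min control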
LYP inh 2: inhibitors of human LYP (PTPN22) phosphatase; Q9Y2R2; recombinant LYP catalytic domain, DiFMUP fluorescence; inhibition, % at 2 µM; 96,000 tested, 0.21% active; AID 640;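 active means inhibition at 2 µM at or above a set limit, the screen mean plus 3 SD, cut at about 24% in these data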;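 further: 0% = DMSO with enzyme and 100% = enzyme fully blocked by orthovanadate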
Active calls of the source: *; . = not tested or not shown.

Order of values: PTPN22 act	Rev-RRE block	FAK blocker	PLK1 kinase inh	F-actin modifier	PLK1 PBD inh	LYP inh 2	EphB4 antag	Pyk2 oligo antag
CN(C)c1ccc(C(CC(=O)O)NC(=O)c2ccc(Cl)cc2)cc1 (stereo not given)
→ -4	2	-5	-9	10	-5	3	-5	0.98
N#Cc1c(NC(=O)c2ccc(-c3ccccc3[N+](=O)[O-])o2)sc2c1CCCC2
→ 2	3	-1	-11	12	15	2	-1	-0.59
CCn1c(=O)cc(SCC(=O)N2CCN(c3ccccc3F)CC2)c2ccccc21
→ -14	7	1	-6	-3	-16	16	6	-0.04
Cc1cc(C)c2c(CC(=O)N(CCC#N)Cc3cccnc3)coc2c1
→ 0	0	0	-3	1	23	-3	-12	0.83
C=CCn1c(-c2ccc(C)cc2)nc2ccccc21
→ -3	2	2	-4	4	23	1	-2	-0.55
O=c1ccc(S(=O)(=O)N2CCC(Cc3ccccc3)CC2)c[nH]1
→ -7	3	0	-17	-11	-5	9	-8	-0.5
Cc1cc([N+](=O)[O-])ccc1NC(=S)NC(=O)C(c1ccccc1)c1ccccc1
→ 12	1	2	-13	20	-27	-10	-3	-0.99
O=C(NCc1ccco1)c1cc2n(n1)C(C(F)(F)F)CC(c1ccc(Br)cc1)N2 (stereo not given)
→ 0	3	4	-5	23	-4	0	-3	-0.83
CC(Sc1nnc(Cc2cccs2)n1C1CCCCC1)C(=O)NCc1ccco1 (stereo not given)
→ 1	-4	1	-13	-3	12	0	-3	-0.53
CCOC(=O)C1CCCN(CCC(=O)Nc2ccc3c(c2)CCC3)C1 (stereo not given)
→ -8	4	-1	0	-5	-1	7	4	2.8

Entries of single compounds from above. Values in the order: PTPN22 act, Rev-RRE block, FAK blocker, PLK1 kinase inh, F-actin modifier, PLK1 PBD inh, LYP inh 2, EphB4 antag, Pyk2 oligo antag
Cc1cc([N+](=O)[O-])ccc1NC(=S)NC(=O)C(c1ccccc1)c1ccccc1 across the screens: 12, 1, 2, -13, 20, -27, -10, -3, -0.99
CCOC(=O)C1CCCN(CCC(=O)Nc2ccc3c(c2)CCC3)C1 (stereo not given) across the screens: -8, 4, -1, 0, -5, -1, 7, 4, 2.8
N#Cc1c(NC(=O)c2ccc(-c3ccccc3[N+](=O)[O-])o2)sc2c1CCCC2 across the screens: 2, 3, -1, -11, 12, 15, 2, -1, -0.59

More compounds
Order of values: PTPN22 act	Rev-RRE block	FAK blocker	PLK1 kinase inh	F-actin modifier	PLK1 PBD inh	LYP inh 2	EphB4 antag	Pyk2 oligo antag
CCN(Cc1ccccc1)C(=O)C1CCC(CNc2c(N3CCOCC3)c(=O)c2=O)CC1 (stereo not given)
→ -1	-1	0	-17	4	-10	-2	-5	.
COc1ccc(-c2cc(-c3ccc(OC)cc3)c(C#N)c(SC)n2)cc1
→ -4	1	-1	-226	7	9	3	-9	0
COc1ccc(CC(=O)OCC(=O)Nc2ncc(Cl)cc2Cl)cc1OC
→ 5	7	-1	3	.	-20	-2	7	1.1
CC(=O)c1ccc(NC(=O)Nc2ccc(Cl)cc2)cc1
→ 7	4	4	6	8	-20	-6	0	-0.67
CC(C)CCn1c(=O)c2ccccc2n2c(CN(C)Cc3ccccc3)nnc12
→ -15	4	-1	-9	-3	-11	16	-2	-1.6
CSc1nnc(-c2ccccc2)n1N
→ 1	10	4	-12	-15	-32	-4	1	0.14
CCCCOC(=O)Nc1nc2ccc(OC)cc2s1
→ 12	7	5	-7	-8	10	-12	-1	0.38
CC1CCCCN1S(=O)(=O)c1cccc2cccnc12 (stereo not given)
→ -13	2	-7	-2	-8	-5	13	-9	.
COc1cccc(-c2[nH]nc3c2C(c2ccc(C)o2)C(C#N)=C(N)O3)c1 (stereo not given)
→ -9	4	-6	1	-4	28	6	-6	.
COc1ccccc1Cn1nnc2c(=O)[nH]c(C3CCN(C(=O)c4ccc(C)cc4)CC3)nc21
→ 1	1	-4	2	.	27	-4	-1	-1.6
O=C(c1ccc2c(c1)OCO2)N(c1ccc(F)cc1)C1C=CS(=O)(=O)C1 (stereo not given)
→ 10	5	1	-5	27	1	-14	10	0.41
Cc1ccc(-c2csc(N(Cc3ccco3)C(=O)c3cccs3)n2)cc1
→ 2	7	1	-5	5	-5	-3	4	-1.6
COc1cc(OC)cc(C(=O)Nc2cccc(N3CCCC3)c2)c1
→ 4	9	0	-6	-9	0	-4	1	0.19
Cc1occc1-c1nc(-c2ccncc2)no1
→ 2	2	2	39	2	-8	1	4	0.53
CC(=O)N(Cc1ccc(F)cc1)C1=C(NCc2ccccc2)C(=O)c2ccccc2C1=O
→ -6	11	10	-10	-6	-5	6	1	-2.7
Cc1ccc(C(=O)Nc2ccc(S(=O)(=O)N3CCc4ccccc4C3)cc2)o1
→ 0	20	3	-10	24	12	0	0	-0.89
Cc1ccc2c(c1)nnn2C1CCN(CC(=O)NCCc2ccccc2)CC1
→ -6	4	-2	-1	-8	6	7	10	-0.37
COc1ccc(-c2ccc(-c3noc(C)n3)c(OC)n2)cc1
→ 7	10	2	-8	-12	6	-8	0	-0.4
CC(=O)Nc1ccc(C(=O)Nc2ccc3c(c2)OCO3)cc1
→ 7	6	4	-9	11	-6	-11	-6	0.59
Cc1ccnc2nc(C(=O)N3CCN(c4ccc(F)cc4)CC3)nn12
→ -4	8	0	-15	4	-17	3	10	1.3
Cc1ccc(C(=O)NCc2ccccn2)c(Cl)c1
→ -1	3	-2	-10	-14	2	3	6	0.43
COc1ccc(C(OC(=O)c2ccco2)C(=O)NCc2ccc(C)cc2)cc1 (stereo not given)
→ -9	2	-2	-1	-12	-13	10	5	0.16
COC(=O)c1ccc(C2C(Oc3ccccc3)C(=O)N2CCc2ccc(OC)c(OC)c2)cc1 (stereo not given)
→ 10	1	-4	-8	-11	-4	-6	-8	-1
COc1ccc(NC(=O)c2ccco2)cc1NC(=O)c1c(F)c(F)c(OC)c(F)c1F
→ 0	-1	-3	-6	14	1	-1	2	0.23
CCOc1cc(-n2cnnn2)c(OCC)cc1NC(=O)c1cc2ccc(N(CC)CC)cc2oc1=O
→ -12	34	-5	-13	5	-22	8	2	.
Cc1nnc(NC(=O)CSc2ncnc3scc(-c4ccccc4)c23)s1
→ 21	0	1	-5	1	22	-20	-1	-1.7
CCOC(=O)C1CC=C(Cl)CC1C(=O)Nc1nccs1 (stereo not given)
→ -1	2	0	-9	9	10	1	6	-1.3
O=C(/C=C/c1ccccc1)N1CCN(c2ccccn2)CC1
→ -6	2	5	-9	-1	16	10	3	0.11
CSc1ccc(Cl)c(C(=O)OCC(=O)N2CC(C)OC(C)C2)c1 (stereo not given)
→ 0	7	1	-3	0	-1	0	-2	2
CCN(CC)CCNS(=O)(=O)c1ccc(Cl)cc1
→ -9	9	5	6	-8	-18	7	-1	0.35
O=C(Cn1c(=O)oc2ccccc21)c1ccccc1
→ -1	13	-1	-6	12	-5	-4	1	-0.19
C=CCOc1ccc(C2C(C#N)=C(N)N(Nc3ccccc3)C3=C2C(=O)CC(C)(C)C3)cc1OC (stereo not given)
→ -2	-3	-3	-16	-4	-20	6	-8	-1.5
O=C(Cn1c(=O)oc2ccccc21)Nc1ccc2c(c1)OCCO2
→ -5	2	1	-3	1	11	4	-1	-0.9
CCS(=O)(=O)N1CCC(C(=O)NCCc2ccccc2)CC1
→ -4	4	0	-15	-14	29	3	-11	0.81
Cc1cccc(CC2CC(=O)N(c3ccccc3)C2=O)c1 (stereo not given)
→ 5	2	-4	-6	-18	-3	-5	0	-0.65
CCOC(=O)c1[nH]cnc1C(=O)NC1CCCCC1
→ -4	3	-5	-7	7	-12	6	4	1.1
NC(=O)CCNC(=O)c1ccc(Cl)cc1
→ -2	9	1	-7	2	-6	2	0	1.1
N#Cc1c(NC(=O)CSc2nnc(-c3ccccc3)o2)sc2c1CCCC2
→ -9	3	6	-16	-9	7	12	0	-0.66
CC(=O)Nc1c(NCC(C)C)c2ccccc2oc1=O
→ 4	5	-2	-14	-23	-24	1	-6	0.25
O=C(CCl)Nc1ccc(Oc2cnc3ccccc3n2)cc1
→ -4	1	-3	-18	13	14	7	-3	-0.5
O=C(O)CCC(=O)CCC(=O)c1ccccc1
→ -2	9	0	-5	-5	-10	0	6	1.7
Cc1c(Cl)cccc1NC(=O)CSc1nnc(C)n1-c1ccccc1
→ -1	3	3	-4	8	7	1	-5	-0.3
CN(C)S(=O)(=O)Nc1ccc2c(c1)Cc1ccccc1-2
→ 11	2	10	-5	-2	-9	-12	-2	-0.15
CCOc1cc(Br)c(C(=O)O)cc1OC
→ -6	6	0	0	-2	20	3	-1	1.3
COC(=O)CSC1=C(C#N)C(c2sccc2C)CC(=O)N1 (stereo not given)
→ 4	7	0	1	-23	-30	-1	11	0.32
Cc1ccc(/C(N)=N/OC(=O)COc2ccccc2Cl)cc1
→ 0	5	-4	-3	5	-9	5	-4	-0.29
Cc1cc(NC(=O)CCC(=O)N(CCc2ccccc2)C(C(=O)NC2CCCC2)c2ccco2)no1 (stereo not given)
→ -17	6	1	-8	-1	-1	16	5	-1.1
Cc1cc(C)c(C#N)c(SCc2cc3c(cc2Cl)OCO3)n1
→ -9	4	-2	-5	-38	-12	10	3	-1.2
Cc1ccccc1NC(=S)C1=C(O)c2sccc2N(C)S1(=O)=O
→ -6	1	-1	-7	4	-10	8	-1	0.34
O=C(NCCCN1CCC(Cc2ccccc2)CC1)C1CC(=O)N(C2CCCC2)C1 (stereo not given)
→ -6	5	-2	-3	8	-7	4	-1	.

More records
Order of values: PTPN22 act	Rev-RRE block	FAK blocker	PLK1 kinase inh	F-actin modifier	PLK1 PBD inh	LYP inh 2	EphB4 antag	Pyk2 oligo antag
O=C1c2cccc3c(Cl)ccc(c23)C(=O)N1O
→ 13	10	1	25	18	-6	-14	-1	-0.21
Cc1csc(SCC(=O)Nc2ncc(Cl)c(C)c2Cl)n1
→ 4	11	1	-7	0	-4	-8	3	0.53
c1ccc(OCCOc2ncnc3sccc23)cc1
→ 3	4	0	-2	0	-11	-4	1	-0.41
CCC(CC)=N/N=C/c1c(O)n(CC)c2cc(C3=NNC(=O)CC3)ccc12
→ 1	18	0	12	-1	-12	-1	-8	0.03
CCOC(=O)C1CN(S(=O)(=O)c2ccccc2)CCN1S(=O)(=O)c1ccccc1 (stereo not given)
→ 3	0	-2	4	.	-20	1	6	-2.1
Brc1ccc(-c2csc(NNC3=NCCCCC3)n2)cc1
→ -9	3	4	-9	0	-16	9	6	-0.08
CCCCNc1cc(=O)n(C)c(=O)[nH]1
→ 2	6	7	-18	-8	36	-5	-1	.
CC1=NOC2(C1)/C(=N/O)CCC/C2=N\O (stereo not given)
→ -4	7	4	-7	-10	21	2	9	0.17
CCCN1CCC(N2CCN(c3cccc(C(F)(F)F)c3)CC2)CC1
→ 8	-4	-6	4	.	-20	-9	-4	0.32
Cc1cc(=O)oc(C)c1C(=O)N1CCCc2ccccc21
→ -4	5	0	-17	-16	16	7	0	0.49
COc1cc2c3c(c1)C1(C(=O)N3C(C)(C)C=C2C)C(C#N)=C(N)Oc2cc(O)ccc21 (stereo not given)
→ -1	3	2	3	.	18	-1	-11	-2.3
O=C1OC(Nc2ccc(Br)cn2)c2ccccc21 (stereo not given)
→ 4	2	13	-4	30	-31	-7	2	1.1
CCc1nnc(NC(=O)CCC(=O)N2CCCC2)s1
→ -8	9	3	-5	-16	23	7	1	0.35
C/C(=N\NC(=O)Cc1cccn1C)c1cccc2ccccc12
→ 7	0	-2	-16	4	-17	-7	3	-0.49
CN(C)CCNC(=O)c1ccc(COc2ccc(Cl)cc2Cl)cc1
→ 9	-3	3	-9	-13	6	-8	-5	0.36
CCn1c(-c2ccc3[nH]c(C)c(C)c3c2)n[nH]c1=S
→ -2	-2	15	-4	-43	2	1	2	-0.96
CCN(CC)CCCNC(=O)Cn1ncn2cccc2c1=O
→ 11	-2	-3	-15	19	-20	-10	9	-0.54
CC(CN1CCCC(C(N)=O)C1)c1ccccc1 (stereo not given)
→ 4	0	-1	0	8	11	-9	-7	0.14

Source: PubChem
